Screening data (PubChem BioAssay)
Mito fusion yeast – mitochondrial division inhibition or fusion activation. AID 485298. 320,000 compounds, 0.23% hits. Potency, µM (doses to about 46.1 µM), without a hit: top-dose growth rescue (activation), actives largely listed as activators. S. cerevisiae fusion-defective mutant growth rescue, CellTiterGlo 48 h;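 further: potency means the concentration at half of the fitted maximal effect; % of control where 0% means no effect; nearly all actives have a fitted effect of over 45% in size; temperature-sensitive fusion mutants such as fzo1-1 at 37 °C on non-fermentable ethanol glycerol medium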
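Growth-rescue viability read-out: after 48 h at the non-permissive 37C in glycerol/ethanol YPEG, yeast mitochondrial fusion mutants are measured by CellTiterGlo luminescence; compounds (23 nl pinned per well) restoring growth score as division inhibitors or fusion activators.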
ELG1 repair inh – inhibitors of ELG1-dependent DNA repair in HEK293T cells; HEK293T ELG1-luciferase reporter, luminescence, 16 h; DNA damage induced by 5-fluorouridine; Potency, µM (titrated, usually from 46.1 µM), inactives show at the top dose activity change, negative = inhibition, usual class: inhibitors; 330,000 compounds, 2.3% hits; further: potency means the concentration at half of the fitted maximal effect; on the % scale 0 is the no-effect control and ±100 the full control effect; nearly all actives have a fitted effect of over 55% in size
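HEK293T cells expressing luciferase-tagged ELG1 (2,000/well) received 5-Fluorouridine plus compound or DMSO for 16 hr at 37 °C. Luciferase was read by ONE-Glo luminescence after 30 min at room temperature.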
BCR signal inh – chronic active BCR signaling inhibition; AID 493014; 340,000 compounds, 0.05% hits; Potency, µM (doses to about 46.1 µM), inactives show at the top dose ratio change, negative = lower green/red ratio, usual class: inhibitors; ABC-DLBCL IkBa-CBG/CBR reporter, luminescence ratio, 4 h; active means well fitted inhibition curve with a large enough effect in the signal ratio, with a control signal flat, not every such curve was filed as active; inconclusive means small, poorly fitted or top-dose-only effect, or effect the other way, or a change in a side signal; the % refers to the signal ratio;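 further: potency means the concentration at half of the fitted maximal effect; plate controls were basal doxycycline-induced cells for no effect and cells given 10 µM MG132 for full effect; MG132 reads +100%, hits lower the ratio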
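Cell line TMD8 (human ABC DLBCL), stably expressing tet-inducible CBG68-IkBa fusion and CBR; IMDM/0.5% FBS; cpd up to 46 uM; dox induction, 4 h, 37C/5% CO2; dual luminescence; green/red ratio; MG132 control.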
B2AR arrestin – beta2AR (human) beta-arrestin recruitment activity; Potency, µM (doses to about 46.1 µM), for inactives: at the highest dose activation, usual class: activators; P07550; AID 492947; beta-arrestin recruitment to beta2AR, cell-based reporter; 330,000 compounds, 0.02% hits;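 further: potency means the concentration at half of the fitted maximal effect; 0% = DMSO controls and full agonism = EC100 isoproterenol or metaproterenol; nearly all actives have a fitted effect of over 65% in size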
TSHR antagonist – blocks TSH signaling through the human TSH receptor; activity change, negative = inhibition, % at 11.5 µM; AID 504810; TSHR-expressing cells, TSH-stimulated cAMP HTRF, 2 h; hits give low values; P16473; 330,000 compounds, 0.2% hits;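 active means activity change below a set negative limit, meaning inhibition stronger than a set level, cut at about -70% in these data; inconclusive means activity change between two set negative limits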; further: on the % scale 0 is the no-effect control and ±100 the full control effect
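TSHR-expressing cells were treated with compounds, then stimulated with TSH at EC80 (4nM final) for 2 hours at 37 deg C. Cellular cAMP was measured by HTRF competition between lysate cAMP and cAMP-d2 for a cryptate-labelled anti-cAMP antibody.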
Eya2 inh – Eya2 (human) phosphatase inhibition. O00167. recombinant Eya2, OMFP fluorescence dephosphorylation (OMFP is methylfluorescein phosphate). Potency, µM (titrated, usually from 76.9 µM), for the others: top-dose activity, negative = inhibition, actives largely listed as inhibitors. 330,000 compounds, 0.006% hits. AID 488837; further: potency means the concentration at half of the fitted maximal effect; on the % scale 0 is the no-effect control and ±100 the full control effect
Target sequence (O00167 whole entry, looked up): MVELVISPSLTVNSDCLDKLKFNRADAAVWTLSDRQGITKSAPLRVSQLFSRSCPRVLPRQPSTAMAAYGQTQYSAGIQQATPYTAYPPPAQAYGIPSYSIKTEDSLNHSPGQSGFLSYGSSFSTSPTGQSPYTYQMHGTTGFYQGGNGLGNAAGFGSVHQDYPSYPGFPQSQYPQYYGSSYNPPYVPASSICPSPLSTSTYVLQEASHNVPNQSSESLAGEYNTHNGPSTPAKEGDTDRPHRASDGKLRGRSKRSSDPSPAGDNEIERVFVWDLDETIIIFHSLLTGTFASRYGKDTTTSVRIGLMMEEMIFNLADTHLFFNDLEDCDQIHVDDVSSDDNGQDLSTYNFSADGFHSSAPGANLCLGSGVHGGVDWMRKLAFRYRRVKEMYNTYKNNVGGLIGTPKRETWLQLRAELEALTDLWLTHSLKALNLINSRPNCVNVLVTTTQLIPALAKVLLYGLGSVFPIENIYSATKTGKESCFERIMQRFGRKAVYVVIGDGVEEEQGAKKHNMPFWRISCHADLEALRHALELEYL
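Eya2 (0.2 uM) preincubated 10 min at ambient with compound, then OMFP substrate added at 50 uM; 10 min reaction in 50 mM HEPES pH 7.5, 50 mM NaCl, 5 uM MgCl2, 0.05% BSA, 1 mM DTT. Fluorescence read at Ex 485/Em 525 nm.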
uPA generation – inhibitors of cell surface uPA generation; cell surface uPA generation assay, qHTS; Potency, µM (highest dose often 38.3 µM), inactives show at the highest dose activity change, negative = inhibition, usual class: inhibitors; 330,000 compounds, 0.31% hits; active means well fitted inhibition curve with a large enough effect; inconclusive means small, poorly fitted or top-dose-only effect; inactive means no such curve, though single readings can be large or run the other way; tested in mouse RAW 264.7 cells; further: potency means the concentration at half of the fitted maximal effect; on the % scale 0 is the no-effect control and ±100 the full control effect; nearly all actives have a fitted effect of over 55% in size
USP2a inh – inhibitors of human ubiquitin-specific protease USP2a. 330,000 compounds, 0.01% hits. USP2 core, Ub-CHOP2 coupled fluorogenic reporter, 485/531. Potency, µM (top dose mostly 38.3 µM), for the others: at the highest dose activity change, negative = inhibition, usual class: inhibitors. O75604. AID 463254;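 further: potency means the concentration at half of the fitted maximal effect; plate controls were DMSO wells for no effect and full inhibition by NEM control for full effect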
Target sequence (O75604 whole entry, looked up): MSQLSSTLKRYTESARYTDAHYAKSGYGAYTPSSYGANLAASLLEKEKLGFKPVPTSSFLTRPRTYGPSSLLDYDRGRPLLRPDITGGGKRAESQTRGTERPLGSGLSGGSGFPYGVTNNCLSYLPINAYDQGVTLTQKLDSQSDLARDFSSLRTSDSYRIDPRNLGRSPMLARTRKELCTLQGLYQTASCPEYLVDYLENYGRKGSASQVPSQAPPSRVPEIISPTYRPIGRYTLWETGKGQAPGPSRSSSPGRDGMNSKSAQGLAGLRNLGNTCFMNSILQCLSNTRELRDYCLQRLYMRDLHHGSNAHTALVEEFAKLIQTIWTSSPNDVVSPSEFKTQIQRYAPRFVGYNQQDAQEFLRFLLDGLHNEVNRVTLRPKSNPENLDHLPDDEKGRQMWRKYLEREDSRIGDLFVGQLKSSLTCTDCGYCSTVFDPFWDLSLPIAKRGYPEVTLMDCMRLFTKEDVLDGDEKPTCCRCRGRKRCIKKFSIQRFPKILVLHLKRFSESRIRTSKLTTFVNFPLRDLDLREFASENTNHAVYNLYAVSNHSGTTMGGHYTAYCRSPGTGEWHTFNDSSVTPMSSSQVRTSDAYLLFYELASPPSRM
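Deubiquitinase activity read as fluorescence (485/531 nm) after Ub-CHOP2 cleavage activates the enterokinase reporter on its substrate; USP2 core 10nM, Ub-CHOP2 and substrate 25nM each, 30min compound preincubation then 60min RT; data normalized to NEM, curves fitted.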
Tb PFK block – T. brucei PFK enzyme inhibition | O15648 | T. brucei PFK, ADP-Glo luminescence | Potency, µM (top dose mostly 57.5 µM), inactives show top-dose activity, negative = inhibition, actives largely listed as inhibitors | 330,000 compounds, 0.17% hits | AID 485367;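 further: potency means the concentration at half of the fitted maximal effect; 0% = uninhibited 1x PFK enzyme wells and -100% = no-enzyme wells; nearly all actives have a fitted effect of over 60% in size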
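In TEA buffer at pH 8.0 with 5 mM MgCl2, enzyme (1.25 nM) converted F6P (0.5 mM) and ATP (0.1 mM) for 45 min at room temperature. ADP product was read by luciferase luminescence.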
TCR act – activates T cell receptor signaling; primary human leukocytes, anti-CD3, IL-2 HTRF, 48 h; 330,000 tested, under 10 active; Potency, µM (titrated, usually from 9.22 µM), without a hit: at the top dose activation of IL-2 secretion, most hits filed as activators; further: % of control where 0% means no effect
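Primary human leukocytes incubated 48 hr with anti-CD3 beads plus compound, without co-stimulation. Secreted IL-2 measured by HTRF (europium cryptate/d2 anti-IL-2 pair, 320 nm excitation, 665 nm emission).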
PTAP TSG101 blk – blocks PTAP/TSG101 interaction to inhibit HIV-1 budding; Q99816; Fluorescence polarization, FITC-PTAP peptide / Tsg101 binding; Potency, µM (series often up to 115 µM), for inactives: top-dose activity change, negative = inhibition, actives largely listed as inhibitors; 340,000 tested, under 10 active; AID 493005; active means well fitted inhibition curve with a large enough effect in the main read-out, with a control signal flat, not every such curve was filed as active; inconclusive means small, poorly fitted or top-dose-only effect, or effect the other way, or a change in a side signal; inactive means no such curve, though single readings can be large or run the other way; further: potency means the concentration at half of the fitted maximal effect; % of control where 0% means no effect
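Fluorescence polarization binding of Tsg101 binding domain (10 uM final) to FITC-labeled PTAP peptide (50 nM final) in HEPES pH 7.5 buffer with NaCl, Tween 20, EDTA, TCEP. Compounds added before peptide; binding 20 min at RT.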
* hit, by the source's call; [ ] = dose if it differs, or a comment. Unless noted, the call rests on the fitted dose curve; in most records, active means well fitted curve in the direction sought with a large enough effect; inconclusive means small, poorly fitted or top-dose-only effect, or another doubt; inactive means no such curve, though single readings can be large; an effect the other way counts as inactive or inconclusive.

NC1=NC(=O)/C(=C/c2ccccc2OS(=O)(=O)c2ccccc2)S1 was read as Mito fusion yeast 3.6%, ELG1 repair inh -11.9%, BCR signal inh 3.2%, B2AR arrestin -0.5%, TSHR antagonist -7.9, Eya2 inh 3.3%, uPA generation 1.8%, USP2a inh 0.2%, Tb PFK block -0.4%, TCR act 8.3%[46.1 µM] and PTAP TSG101 blk -2.7%.
`CNC(=O)c1ccccc1S(=O)c1ccccc1C#N` (configuration not stated) gave Mito fusion yeast 0.8%, ELG1 repair inh 1.9%, BCR signal inh -0.5%, B2AR arrestin -0.7%, TSHR antagonist -4.1, Eya2 inh -31.6%, uPA generation -6.5%, USP2a inh 2.4%, Tb PFK block 13.4%, TCR act -23.3% and PTAP TSG101 blk 0.5%.
`CCc1nc(C)cn1S(=O)(=O)c1cc(OC)c(C)cc1C` gave Mito fusion yeast -0.7%, ELG1 repair inh -21.0%, BCR signal inh -13.3%, B2AR arrestin -0.5%, TSHR antagonist -8.9, Eya2 inh -0.4%, uPA generation -4.3%, USP2a inh 1.6%, Tb PFK block 4.4%, TCR act 3.5% and PTAP TSG101 blk 2.2%.
Screening O=C(CN1CCC(O)(c2ccccc2)CC1)Nc1ccc2c(c1)OCCO2 returned Mito fusion yeast 0.7%, ELG1 repair inh 14.7%, BCR signal inh -3.8%, B2AR arrestin 0.1%, TSHR antagonist 6.0, Eya2 inh 12.3%, uPA generation 11.0%, USP2a inh 0.4%, Tb PFK block -1.0%, TCR act 0.9% and PTAP TSG101 blk -7.3%.
CN(C)c1ccc(C(=O)N2CCCC(CCC(=O)N3CCN(c4ccccn4)CC3)C2)cc1 (configuration not stated) was read as Mito fusion yeast 0.6%, ELG1 repair inh inconclusive, BCR signal inh -7.6%, B2AR arrestin -0.4%, TSHR antagonist -13.7, Eya2 inh -0.1%, uPA generation 1.6%, USP2a inh 0.9%, Tb PFK block -2.4%, TCR act 0.3% and PTAP TSG101 blk -0.6%.
Screening COc1ccc(C2C(C(=O)O)c3ccccc3C(=O)N2C)cc1Br (configuration not stated) returned Mito fusion yeast -3.1%, ELG1 repair inh 15.8%, BCR signal inh 3.2%, B2AR arrestin -0.2%, TSHR antagonist 10.4, Eya2 inh 13.2%, uPA generation 3.8%, USP2a inh 0.0%, Tb PFK block 4.9%, TCR act -3.9% and PTAP TSG101 blk -7.3%.
`O=C(NNc1ccccc1[N+](=O)[O-])NC1CCCCC1` gave Mito fusion yeast -3.9%, ELG1 repair inh 12.0%, BCR signal inh -2.9%, B2AR arrestin -0.3%, TSHR antagonist 12.4, Eya2 inh -12.7%, uPA generation 0.3%, USP2a inh -1.3%, Tb PFK block -2.2%, TCR act -4.9% and PTAP TSG101 blk 0.0%.
CCC(=O)Nc1ccc(-c2nn3c(C)nnc3s2)cc1C was read as Mito fusion yeast -0.3%, ELG1 repair inh inconclusive, BCR signal inh inconclusive, B2AR arrestin -0.1%, TSHR antagonist -6.9, Eya2 inh 0.6%, USP2a inh 2.8%, Tb PFK block -0.2%, TCR act -7.4% and PTAP TSG101 blk -2.1%.
For CN(C)C(=O)CCC(=O)N1CCCC(C(=O)c2ccc(C(F)(F)F)cc2)C1 (configuration not stated) the results were Mito fusion yeast 1.3%, ELG1 repair inh -3.9%, BCR signal inh -3.0%, B2AR arrestin 0.2%, TSHR antagonist 6.5, Eya2 inh -1.0%, uPA generation -4.2%, USP2a inh -0.3%, Tb PFK block 0.3%, TCR act -2.0% and PTAP TSG101 blk 1.9%.
Screening O=C(Nc1cccc([N+](=O)[O-])c1)Nc1cnccn1 returned Mito fusion yeast 1.5%, ELG1 repair inh -3.0%, BCR signal inh 0.0%, B2AR arrestin 3.3%, TSHR antagonist -3.2, Eya2 inh -3.2%, uPA generation 6.7%, USP2a inh -1.3%, Tb PFK block -3.4%, TCR act 5.8% and PTAP TSG101 blk -0.7%.
For CC(C)(C)C(=O)Nc1ccccc1-c1nc2ccccc2[nH]c1=O the results were Mito fusion yeast 1.7%, ELG1 repair inh 8.9%, BCR signal inh 6.4%, B2AR arrestin -0.3%, TSHR antagonist 1.6, Eya2 inh 13.3%, uPA generation -4.5%, USP2a inh 2.2%, Tb PFK block 3.4%, TCR act 8.1% and PTAP TSG101 blk -5.1%.
`Cc1ccsc1C1C(C#N)=C(N)OC2=C1C(=O)CC(C)C2` (configuration not stated) gave Mito fusion yeast -1.4%, ELG1 repair inh 12.5%, BCR signal inh inconclusive, B2AR arrestin 0.2%, TSHR antagonist -6.6, Eya2 inh -8.4%, uPA generation 3.8%, USP2a inh 0.2%, Tb PFK block inconclusive, TCR act -6.2% and PTAP TSG101 blk -6.0%.
`COc1ccc(CCC(=O)Nc2ccc(OC)c(S(=O)(=O)N3CCCCC3)c2)cc1` gave Mito fusion yeast -5.2%, ELG1 repair inh inconclusive, BCR signal inh 3.0%, B2AR arrestin 0.3%, TSHR antagonist -11.1, Eya2 inh 0.4%, uPA generation 7.5%, USP2a inh 2.7%, Tb PFK block -3.7% and PTAP TSG101 blk -5.0%.
`CCc1c(C)nc(N)n2c(SCC(=O)N3CCCC(C)C3)nnc12` (configuration not stated) gave Mito fusion yeast -2.4%, ELG1 repair inh -3.5%, BCR signal inh 16.7%, B2AR arrestin -0.7%, TSHR antagonist -0.3, Eya2 inh -8.0%, USP2a inh 3.8%, Tb PFK block -4.3%, TCR act 2.5% and PTAP TSG101 blk -5.7%.
For Cc1cc(C)nc(N2CCCC(C(=O)Nc3nnc(C)s3)C2)n1 (configuration not stated) the results were Mito fusion yeast -1.7%, ELG1 repair inh 3.0%, BCR signal inh 0.7%, B2AR arrestin -0.5%, TSHR antagonist 0.6, Eya2 inh -3.4%, uPA generation -15.3%, USP2a inh -8.2% and Tb PFK block -3.3%.
Screening O=C(C1CCC1)N1CCN(S(=O)(=O)c2ccc(Br)cc2Cl)CC1 returned Mito fusion yeast 2.0%, ELG1 repair inh 2.6%, BCR signal inh -14.6%, B2AR arrestin -0.5%, TSHR antagonist -1.9, Eya2 inh -8.2%, uPA generation -0.7%, USP2a inh 2.8%, Tb PFK block 0.1%, TCR act 1.4% and PTAP TSG101 blk -1.8%.
Screening Cc1noc(C)c1CSCC(=O)Nc1cc(Cl)ccc1N1CCOCC1 returned Mito fusion yeast 1.4%, ELG1 repair inh inconclusive, BCR signal inh inconclusive, B2AR arrestin -0.9%, TSHR antagonist 7.1, Eya2 inh 4.9%, uPA generation 10.0%, USP2a inh -1.1%, Tb PFK block -0.9% and TCR act -7.4%.
For CN1CCN(S(=O)(=O)c2ccc(NC(=S)NC(=O)C3CCCC3)cc2)CC1 the results were Mito fusion yeast 7.4%, ELG1 repair inh 4.2%, BCR signal inh 5.1%, B2AR arrestin -0.1%, TSHR antagonist 6.8, Eya2 inh 7.2%, uPA generation 0.9%, USP2a inh 0.3%, Tb PFK block 1.7%, TCR act -13.5% and PTAP TSG101 blk -0.3%.
Screening O=C1CC(c2nc3ccccc3[nH]2)CN1c1ccccc1F (configuration not stated) returned Mito fusion yeast 1.0%, ELG1 repair inh -1.0%, BCR signal inh 3.0%, B2AR arrestin -0.7%, TSHR antagonist 1.5, Eya2 inh -7.4%, uPA generation -8.3%, USP2a inh -1.6%, Tb PFK block 0.1%, TCR act -1.6% and PTAP TSG101 blk -0.6%.
Screening O=C(Nc1cccc2ncccc12)c1ccc(F)cc1 returned Mito fusion yeast -3.7%, ELG1 repair inh 0.3%, BCR signal inh -7.2%, B2AR arrestin -0.2%, TSHR antagonist -2.9, Eya2 inh -1.5%, uPA generation 0.6%, USP2a inh 3.4%, Tb PFK block -2.3%, TCR act -2.7%[46.1 µM] and PTAP TSG101 blk 0.2%.
Screening CCOc1ccc(Nc2ncnc3c2cnn3C)cc1 returned Mito fusion yeast 16.3%, ELG1 repair inh inconclusive, BCR signal inh inconclusive, B2AR arrestin -0.2%, TSHR antagonist -4.6, Eya2 inh -3.3%, uPA generation -1.5%, USP2a inh -1.0%, Tb PFK block 0.8%, TCR act -8.4% and PTAP TSG101 blk 6.2%.
